Bioassay records (PubChem BioAssay)
Bim-Bcl-2: inhibitors of Bim-Bcl-2 interaction, human; 190,000 compounds, 0.06% hits; P10415; Bead-based flow cytometry, Bim peptide-Bcl-2 binding; inhibition, % at 10 µM; in the data active = inhibition above about 40%; inconclusive = no clear call, values can overlap the other calls;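 note: 0% = no compound wells with probe peptide and 100% = reference peptide inhibitor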
RGS8-Gao: modulates binding of RGS8 to human Galphao. P09471. multiplexed bead flow cytometry; actives lie on both sides. response (percent of control binding), % at 10 µM. 220,000 compounds, 0.34% hits. AID 1423; in the data active = response below about 60% or above about 140%; inactive = in between;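 note: Galphao activated as the GDP aluminium fluoride complex binding bead-coupled RGS8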
Target sequence (P09471 whole entry, looked up): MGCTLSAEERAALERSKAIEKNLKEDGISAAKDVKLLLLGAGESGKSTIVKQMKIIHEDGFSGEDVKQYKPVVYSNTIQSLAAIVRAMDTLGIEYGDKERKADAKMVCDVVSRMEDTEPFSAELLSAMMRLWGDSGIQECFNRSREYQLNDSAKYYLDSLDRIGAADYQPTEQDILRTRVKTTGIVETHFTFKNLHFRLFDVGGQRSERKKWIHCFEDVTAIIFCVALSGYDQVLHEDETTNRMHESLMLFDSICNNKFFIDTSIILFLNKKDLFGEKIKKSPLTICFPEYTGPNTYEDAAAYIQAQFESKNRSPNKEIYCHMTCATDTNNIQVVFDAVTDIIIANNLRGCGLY
RGS4-Gao reg: modulates binding of RGS4 to human Galphao | P09471 | Multiplexed bead flow cytometry; actives lie on both sides | binding response (% of control), % at 10 µM | 220,000 compounds, 0.33% hits | AID 1415; in the data active = binding response below about 49% or above about 150%; inactive = in between;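 note: fluorescent Galphao activated with aluminum fluoride binding bead-coupled RGS4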
Bim-Bfl-1: human Bim-Bfl-1 interaction inhibition; Q16548; AID 1008; Bead-based flow cytometry, Bim-Bfl-1 binding inhibition; inhibition, % at 10 µM; 190,000 compounds, 0.12% hits;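 note: 0% = wells without compound plus tracer and 100% = blocker peptide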
Mcl1-Noxa inh: Mcl-1/Noxa interaction inhibition | Q07820 | TR-FRET Mcl-1/Noxa peptide binding, 2 h | inhibition, % at 21.7 µM | 220,000 compounds, 1.5% hits;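 active = compounds that cut the protein-peptide binding signal by more than 50% relative to plate controls in a single-dose test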;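 note: His-tagged Mcl-1 with rhodamine Noxa BH3 peptide and terbium anti-His antibody; 0% = Mcl-1 plus Noxa peptide wells and 100% = peptide-only wells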
Bim-Bcl-XL: human Bim-Bcl-XL interaction inhibition; Q07817; Bim peptide-Bcl-XL binding, bead flow cytometry, fluorescence; inhibition, % at 10 µM; 190,000 compounds, 0.04% hits; AID 1007
Target sequence (Q07817 whole entry, looked up): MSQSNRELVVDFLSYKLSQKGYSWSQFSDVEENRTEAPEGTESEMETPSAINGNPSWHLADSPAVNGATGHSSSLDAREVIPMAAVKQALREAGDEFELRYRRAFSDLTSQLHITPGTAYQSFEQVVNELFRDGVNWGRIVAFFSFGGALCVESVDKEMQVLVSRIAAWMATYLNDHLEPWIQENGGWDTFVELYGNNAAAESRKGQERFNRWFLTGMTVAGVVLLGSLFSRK
Bim-Mcl-1: human Bim-Mcl-1 interaction inhibition. Q07820. Bead-based flow cytometry, Bim peptide-Mcl-1 binding. inhibition, % at 10 µM. 190,000 compounds, 0.1% hits;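 note: 0% = no compound tracer wells and 100% = peptide blocker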
Bim-Bcl-B: inhibitors of Bim-Bcl-B interaction, human. Q9HD36. bead-based flow cytometry, Bim peptide-Bcl-B binding. inhibition, % at 10 µM. 190,000 compounds, 0.073% hits. AID 951;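 note: 0% = tracer peptide without compound and 100% = reference inhibitor peptide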
Target sequence (Q9HD36 whole entry, looked up): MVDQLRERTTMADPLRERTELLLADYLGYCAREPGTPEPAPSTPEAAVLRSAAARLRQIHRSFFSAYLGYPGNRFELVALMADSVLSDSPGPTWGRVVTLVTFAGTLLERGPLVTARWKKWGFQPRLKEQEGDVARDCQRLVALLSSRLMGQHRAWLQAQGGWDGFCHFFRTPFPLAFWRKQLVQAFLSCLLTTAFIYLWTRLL
RGS7-Gao: human RGS7-Galphao interaction regulation | 220,000 compounds, 0.35% hits | Multiplexed bead flow cytometry, RGS7-Galphao binding; actives lie on both sides | AID 1439 | binding response (% of control), % at 10 µM; in the data active = binding response below about 49% or above about 150%; inconclusive = no clear call, values can overlap the other calls; inactive = in between;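 note: fluorescent Galphao held in activated GDP-AlF4 state binding bead-coupled RGS7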
Mcl1 Bid PPI: disrupts binding of human Mcl-1 to Bid peptide. Q07820. TR-FRET Mcl-1/Bid-Dy647 peptide binding, 1536-well. inhibition, % at 21.7 µM. 220,000 compounds, 0.97% hits;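 active = compounds that cut the binding signal by more than half at the single screening dose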;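 note: His-tagged Mcl-1 with europium anti-His antibody binding Bid BH3 peptide; 0% = Mcl-1 plus peptide wells and 100% = peptide-only wells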
Bim-Bcl-W: human Bim-Bcl-W interaction inhibition | Q92843 | bead-based flow cytometry, Bim peptide-Bcl-W binding | inhibition, % at 10 µM | 190,000 compounds, 0.02% hits | AID 952;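 note: 0% = bound tracer without compound and 100% = peptide blocker; higher means less fluorescent Bim peptide bound to Bcl-W beads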
Target sequence (Q92843 whole entry, looked up): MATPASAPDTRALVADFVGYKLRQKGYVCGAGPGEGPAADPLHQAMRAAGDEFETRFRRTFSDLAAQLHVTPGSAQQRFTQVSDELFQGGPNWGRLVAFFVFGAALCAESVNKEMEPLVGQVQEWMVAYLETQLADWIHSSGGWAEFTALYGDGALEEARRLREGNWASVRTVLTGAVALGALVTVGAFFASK
* = called active by the depositor; ? = inconclusive; nt = not tested or not shown. Cut-off read from the data, not from the text of the source, unless noted: active = inhibition above about 40%. Compounds were not picked by outcome. Share with any hit: about 2.7%.

SMILES	Bim-Bcl-2	RGS8-Gao	RGS4-Gao reg	Bim-Bfl-1	Mcl1-Noxa inh	Bim-Bcl-XL	Bim-Mcl-1	Bim-Bcl-B	RGS7-Gao	Mcl1 Bid PPI	Bim-Bcl-W
N#Cc1nc(-c2ccc(Cl)cc2)oc1NCC1CCCO1 (centres undefined)	0.0	98.2	99.1	-4.0	8.3	-1.0	-1.0	-5.0	?	-23.7	0.0
COc1cc([C@@H]2c3cc4c(cc3[C@@H](NC3CCN(Cc5ccccc5)CC3)[C@H]3COC(=O)[C@H]23)OCO4)cc(OC)c1O	nt	98.0	99.7	nt	12.5	nt	nt	nt	?	-58.7	nt
CCCCN(CC)C(=O)CSc1cc(=O)n(C)c2ccccc12	-12.0	99.0	101.5	-13.0	1.9	-5.0	-2.0	-11.0	99.0	-11.8	-1.0
O=C(N/N=C/c1c[nH]c2ccccc12)c1[nH]c2ccc(Br)cc2c1-c1ccccc1	-3.0	104.1	99.8	-1.0	7.2	-5.0	-1.0	0.0	100.9	-1.4	1.0
FC(F)(F)c1ccccc1NC(=S)Nc1cccc(Cl)c1	-1.0	97.6	98.0	-2.0	2.9	-3.0	-2.0	-4.0	98.0	-13.3	0.0
COc1ccc(-c2cc3ccccc3n2CC(O)Cn2nc(C)cc2C)cc1 (centres undefined)	-1.0	99.7	96.4	-1.0	2.5	0.0	-2.0	2.0	102.6	-25.5	0.0
COC(=O)c1cccnc1N1CCN(c2ccccc2F)CC1	-3.0	100.7	103.0	-12.0	7.8	0.0	0.0	-5.0	99.9	-47.8	0.0
NC(=O)COc1ccc(C23CC4CC(CC(C4)C2)C3)cc1	-5.0	106.4	103.8	-12.0	-5.2	-3.0	-2.0	-6.0	103.6	4.4	-5.0
COC(=O)[C@@H]1C[C@H]2CC[C@H](O)C[C@H]2N1Cc1ccc(Cl)cc1	nt	90.5	91.5	nt	11.6	nt	nt	nt	?	-78.4	nt
O=C(COc1ccc(Cl)cc1Cl)Nc1ccc(Cl)cn1	-2.0	82.8	82.6	0.0	-18.3	-2.0	7.0	-2.0	82.9	-36.8	-9.0
CCOc1ccccc1NC(=O)CSC1=C(C#N)C(c2ccco2)C(C(=O)Nc2nc3ccccc3s2)=C(C)N1 (centres undefined)	-5.0	106.6	107.6	-5.0	-20.2	-8.0	-3.0	-7.0	108.8	-18.2	-6.0
CC(C)NC(=O)/C(=C/c1ccco1)c1ccccc1	-8.0	97.0	100.1	-12.0	0.9	-4.0	-2.0	-9.0	97.7	-38.7	-1.0
COc1ccc(CCN2C(=O)CC(NNC(=O)c3ccc(F)cc3)C2=O)cc1OC (centres undefined)	5.0	99.7	98.6	7.0	-12.4	1.0	2.0	1.0	100.0	-53.4	0.0
C/C(=N/NC(=O)c1ccc(Br)o1)C(C)C	-2.0	100.3	101.0	-1.0	8.4	-7.0	-5.0	-6.0	98.8	-0.7	-3.0
COc1cccc(OCc2nnc(SC)n2C)c1	0.0	102.5	100.2	0.0	-14.7	-3.0	-1.0	-1.0	96.4	-12.3	0.0
COc1ccccc1N1CCN(/N=C\C(Br)=C\c2ccccc2)CC1	-2.0	100.6	97.9	-8.0	3.1	-1.0	-2.0	-5.0	?	-46.2	-3.0
CCCCC/C=N/NC(=O)c1[nH]c2ccc([N+](=O)[O-])cc2c1C	nt	99.2	100.0	nt	-3.6	nt	nt	nt	?	-10.6	nt
Cc1ccc(CCN2C(=O)c3ccccc3C2C(=O)NCc2cccnc2)cc1 (centres undefined)	2.0	97.7	104.0	4.0	10.2	0.0	0.0	0.0	94.5	0.2	3.0
Cc1cccc(NC(=S)N/N=C/c2ccc([N+](=O)[O-])s2)c1	-1.0	97.3	92.2	0.0	-19.7	2.0	4.0	-4.0	93.9	-140.1	0.0
CC(=O)c1cccc(NC(=S)Nc2ccn(Cc3cccc4ccccc34)n2)c1	-4.0	101.3	102.3	-6.0	25.4	-7.0	-1.0	-9.0	?	-20.6	-4.0
Clc1ccc(OCc2nc(-c3ccccn3)n[nH]2)cc1	-7.0	100.0	98.7	-20.0	-129.1	-10.0	-1.0	-9.0	100.3	-49.4	-4.0
Oc1c(Br)cccc1/C=N/Nc1c(F)c(F)c(F)c(F)c1F	-2.0	100.7	101.8	-1.0	12.6	-8.0	-5.0	-6.0	100.4	-35.8	-4.0
O=C(CCCN1C(=O)/C(=C/c2cccs2)SC1=S)Nc1ccc(C(=O)O)cc1	0.0	101.7	103.3	-2.0	12.2	0.0	3.0	1.0	106.8	-38.1	0.0
Cc1scc(C(=O)N/N=C/c2ccc(OCC(C)C)cc2)c1C	-4.0	101.4	103.9	-16.0	1.8	-7.0	-2.0	-14.0	103.8	-27.1	-2.0
O=C(COC(=O)/C=C/c1ccco1)NCc1ccccc1	3.0	104.1	104.5	-3.0	5.7	3.0	6.0	2.0	?	-18.2	1.0

Record cards (already shown):
FC(F)(F)c1ccccc1NC(=S)Nc1cccc(Cl)c1 is entered as Bim-Bcl-2 = -1.0; RGS8-Gao = 97.6; RGS4-Gao reg = 98.0; Bim-Bfl-1 = -2.0; Mcl1-Noxa inh = 2.9; Bim-Bcl-XL = -3.0; Bim-Mcl-1 = -2.0; Bim-Bcl-B = -4.0; RGS7-Gao = 98.0; Mcl1 Bid PPI = -13.3; Bim-Bcl-W = 0.0
COc1cccc(OCc2nnc(SC)n2C)c1 is entered as Bim-Bcl-2 = 0.0; RGS8-Gao = 102.5; RGS4-Gao reg = 100.2; Bim-Bfl-1 = 0.0; Mcl1-Noxa inh = -14.7; Bim-Bcl-XL = -3.0; Bim-Mcl-1 = -1.0; Bim-Bcl-B = -1.0; RGS7-Gao = 96.4; Mcl1 Bid PPI = -12.3; Bim-Bcl-W = 0.0

The listing continues.
SMILES	Bim-Bcl-2	RGS8-Gao	RGS4-Gao reg	Bim-Bfl-1	Mcl1-Noxa inh	Bim-Bcl-XL	Bim-Mcl-1	Bim-Bcl-B	RGS7-Gao	Mcl1 Bid PPI	Bim-Bcl-W
O=[N+]([O-])/C=C/c1cc2ccccc2[nH]1	nt	97.9	97.9	nt	16.7	nt	nt	nt	?	-11.6	nt
Cc1n[nH]c(C)c1S(=O)(=O)N1CCCCCC1	0.0	100.0	96.9	-12.0	8.9	-5.0	2.0	-2.0	98.8	-9.2	0.0
Cc1cccc(N2C(=O)C(Cl)=C(N3CCOCC3)C2=O)c1	nt	99.6	103.6	nt	11.8	nt	nt	nt	?	-29.6	nt
COc1ccccc1N1CCN(C(=O)CSc2nnc3c4ccccc4nc(Cc4ccccc4)n23)CC1	6.0	96.0	98.7	3.0	-17.4	3.0	-4.0	2.0	96.8	-15.9	6.0
Cc1occc1-c1nnc(SCC(=O)NC(C)(C)C)n1CC(C)C	-2.0	98.5	100.0	-4.0	17.2	3.0	1.0	-1.0	100.8	-44.2	1.0
Cc1cc(NC(=O)CCC(=O)N(Cc2ccco2)C2(C(=O)NC3CCCCC3)CCN(C)CC2)no1	-6.0	101.9	102.7	-17.0	-2.0	-4.0	-5.0	-7.0	106.0	-42.3	1.0
COc1ccc(N2CCN(C(C)C(=O)Nc3nnc(C)s3)CC2)cc1 (centres undefined)	-5.0	102.9	98.7	-6.0	24.3	-4.0	0.0	-5.0	106.9	-56.1	0.0
Cc1cc(C)nc(SCc2nnc(SCC(=O)Nc3ccc(C)c(C)c3)o2)n1	0.0	105.8	96.8	-1.0	-6.5	-3.0	0.0	-1.0	100.4	-2.9	-2.0
Cc1ccccc1C1CC(c2ccccc2)Nc2ncnn21 (centres undefined)	-12.0	99.9	97.1	-8.0	-2.2	-12.0	-3.0	-8.0	101.2	-2.3	-8.0
Cn1cc(CC(=O)NCCN2CCOCC2)c2ccccc21	0.0	104.1	98.3	-2.0	-10.0	0.0	-2.0	-8.0	97.9	-24.9	-1.0
C/C(CCC(C)C)=N\NC(=S)Nc1cc(S(=O)(=O)N2CCOCC2)ccc1N1CCOCC1	-1.0	99.5	104.8	-1.0	-56.1	-3.0	0.0	-7.0	100.8	-106.3	0.0
Cc1nonc1C(=O)N/N=C/c1ccc([N+](=O)[O-])o1	-3.0	98.9	99.1	-3.0	19.2	-5.0	-2.0	-3.0	?	-21.3	-3.0
Cc1cc2c(cc1C)CSC(c1ccc3ccccc3c1O)SC2	-4.0	108.5	110.2	0.0	14.6	0.0	0.0	-1.0	106.9	-1.8	0.0
Cc1ccc(S(=O)(=O)N2CCc3ccccc3C2CN2C(=O)c3ccccc3C2=O)cc1 (centres undefined)	-5.0	99.0	99.5	-17.0	5.5	-3.0	1.0	-4.0	100.7	-4.7	1.0
COc1ccccc1C(CC(N)=O)c1ccco1 (centres undefined)	-3.0	100.5	97.6	-2.0	4.5	-2.0	-3.0	-1.0	96.3	-16.0	0.0
CC(=O)c1cccc(NC(=O)NC(C)c2ccncc2)c1 (centres undefined)	-4.0	96.7	99.3	0.0	15.9	0.0	-3.0	-1.0	102.5	5.4	-1.0
COc1ccccc1CCNC(=O)/C(=C/c1cccnc1)NC(=O)c1ccccc1	-7.0	106.2	98.5	-17.0	19.8	-1.0	0.0	-6.0	100.5	-1.3	0.0
COc1cc(C2C(C#N)=C(N)OC3=C2C(=O)CCC3)ccc1OC(=O)N1CCOCC1 (centres undefined)	1.0	101.3	101.3	-2.0	19.8	-1.0	3.0	-1.0	103.0	-19.1	0.0
O=C(O)c1c2c(nc3ccc(S(=O)(=O)N4CCC(C(=O)N5CCCCC5)CC4)cc13)CCCC2	-6.0	107.4	104.0	-5.0	25.0	-4.0	-2.0	-5.0	100.2	14.1	-2.0
Cc1cccc(NC(=S)NC2CC3CCCC(C2)N3CC(C)C)c1C (centres undefined)	-1.0	nt	nt	-1.0	13.6	-5.0	-1.0	-8.0	nt	-18.9	-3.0
C=C(C)CSc1nc2sc3c(c2c(=O)n1C1CCCCC1)CCN(C)C3	nt	99.7	101.8	nt	11.4	nt	nt	nt	?	-58.5	nt
Cc1cc(C(=O)Nc2sc(C)c(C)c2C#N)no1	-11.0	103.8	103.3	-11.0	13.2	-11.0	2.0	-8.0	102.9	-10.7	-1.0
CC1(C)Cc2cccc(OCC(=O)N3CCN(S(=O)(=O)c4ccccc4)CC3)c2O1	-1.0	97.4	91.5	-1.0	6.3	0.0	-4.0	-6.0	92.4	-10.4	0.0
O=C(/C=C/c1ccc(Cl)cc1Cl)NC(=S)Nc1ccc(CN2CCOCC2)cc1	0.0	109.3	104.5	-13.0	-18.2	-2.0	-19.0	-11.0	103.1	-53.9	-2.0
Cc1csc(NC(=O)CCC(=O)N(CC(=O)NC2CCCC2)Cc2ccco2)n1	-4.0	92.0	86.5	-3.0	12.3	-4.0	-1.0	-2.0	86.8	-56.9	-2.0
CCOC(=O)CSc1ccc2nnc(-c3ccncc3)n2n1	-5.0	101.0	90.4	-11.0	-10.2	-3.0	-1.0	-5.0	93.9	-14.5	0.0
Nc1cc(Cl)ccc1C(=O)OCC(=O)NC1CCCCC1	-7.0	97.0	97.0	-7.0	0.5	-4.0	-1.0	-8.0	?	-30.8	0.0
CCOCCc1nnc(NC(=O)C(CC)c2ccccc2)s1 (centres undefined)	-4.0	102.1	100.3	-2.0	15.2	-1.0	1.0	0.0	101.2	8.4	-2.0
CC1(C)C2CCC(C2)C1(C)NC(=O)C[N+](C)(C)C (centres undefined)	nt	101.7	96.6	nt	25.4	nt	nt	nt	?	-11.7	nt
CNCCCOc1ccc(C)cc1OC	-1.0	104.4	102.1	-5.0	21.3	-1.0	-1.0	-3.0	105.2	6.7	1.0
